# Tau fibril ThT: inhibitors of human tau fibril formation, thioflavin T binding. P10636. recombinant tau K18 P301L (four-repeat tau fragment), heparin-induced fibrillization, ThT fluorescence. Potency, µM (series often up to 57.4 µM), without a hit: at the top dose activity, negative = inhibition, usual class: inhibitors. actives 2.1% (n = 270,000). AID 1460; note: % is set by controls: 0 for no effect and ±100 for the full control effect; nearly all actives have a fitted effect of over 55% in size
# Target sequence (P10636 561-689 P618L limits assumed): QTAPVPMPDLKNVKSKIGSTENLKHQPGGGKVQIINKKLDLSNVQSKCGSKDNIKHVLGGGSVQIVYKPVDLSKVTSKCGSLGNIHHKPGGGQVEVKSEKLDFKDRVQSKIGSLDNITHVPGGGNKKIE
#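 Recombinant human tau K18 fragment […] carrying P301L, 15 uM unlabeled plus 0.24 uM Alexa 594-labeled, was fibrillized with 20 uM heparin in 100 mM sodium acetate pH 7 for 6 hr at 37 C; 30 uM ThT fluorescence read after 1 hr.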
# RECQ1 inh: blocks DNA unwinding by human RECQ1. P46063. RECQ1 DNA unwinding, red fluorescence kinetic read. Potency, µM (titrated, usually from 57.3 µM), inactives show at the highest dose activity, negative = inhibition, hits mostly inhibitors. actives 0.54% (n = 240,000);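 note: plate controls were vehicle for no effect and no enzyme for full effect; nearly all actives have a fitted effect of over 30% in size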
# Target sequence (P46063 whole entry, looked up): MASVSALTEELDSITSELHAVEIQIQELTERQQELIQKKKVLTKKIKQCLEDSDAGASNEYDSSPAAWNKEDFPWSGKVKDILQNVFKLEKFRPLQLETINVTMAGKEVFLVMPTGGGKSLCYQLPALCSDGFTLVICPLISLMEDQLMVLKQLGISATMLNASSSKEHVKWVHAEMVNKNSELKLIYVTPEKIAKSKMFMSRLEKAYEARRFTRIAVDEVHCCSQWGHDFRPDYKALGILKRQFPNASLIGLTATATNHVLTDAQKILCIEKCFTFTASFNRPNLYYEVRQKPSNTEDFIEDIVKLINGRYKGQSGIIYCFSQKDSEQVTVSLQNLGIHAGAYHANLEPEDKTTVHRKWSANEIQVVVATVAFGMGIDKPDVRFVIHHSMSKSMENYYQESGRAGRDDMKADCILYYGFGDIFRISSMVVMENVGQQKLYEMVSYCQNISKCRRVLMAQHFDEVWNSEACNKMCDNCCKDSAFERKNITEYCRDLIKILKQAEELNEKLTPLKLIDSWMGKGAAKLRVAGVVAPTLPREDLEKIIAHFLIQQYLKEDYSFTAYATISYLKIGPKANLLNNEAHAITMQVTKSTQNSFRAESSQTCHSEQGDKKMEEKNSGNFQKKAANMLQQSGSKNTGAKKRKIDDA
#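 50 nM RECQ1T1 preincubated 15 min with compound in Tris pH 8.0 buffer with MgCl2, DTT, Tween-20 and 2.5 ug/ml poly(dI-dC); started with 200 nM TAMRA/BHQ-2 forked duplex and 2 mM ATP. Unwinding read as fluorescence (525/598 nm), two reads 2 h apart.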
# ALDH1A1 inh: blocks purified human ALDH1A1 activity. actives 7.3% (n = 220,000). P00352. Potency, µM (doses to about 75.3 µM), for inactives: at the highest dose activity, negative = inhibition, usual class: inhibitors. Purified ALDH1A1, NADH fluorescence, propionaldehyde substrate; active = well fitted inhibition curve with a large enough effect, not every such curve was filed as active; inconclusive = small, poorly fitted or top-dose-only effect, or another doubt; inactive = no such curve, though single readings can be large or run the other way;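 note: plate controls were no enzyme wells and a reference inhibitor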
# Luc counter: counter-screen: inhibitors of Kinase-Glo firefly luciferase. Q27757. Potency, µM (highest dose often 38.3 µM), inactives show at the top dose activity change, negative = inhibition, usual class: inhibitors. AID 1379. Kinase-Glo luciferase, ATP luminescence, 8 min. actives 0.28% (n = 200,000); note: % is set by controls: 0 for no effect and ±100 for the full control effect; nearly all actives have a fitted effect of over 60% in size
#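 Substrate mix (final 50 mM imidazole pH 7.2, 50 mM KCl, 7 mM MgCl2, 10 uM ATP, 0.01% Tween 20, 0.05% BSA) plus pin-tool compound, then Kinase-Glo detection mix; 8 min ambient, luminescence read.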
# SMN2 splice up: SMN2 splice variant enhancement. Potency, µM (series often up to 46.1 µM), for the others: at the highest dose activity change, positive = activation, most hits filed as activators. actives 2.8% (n = 210,000). HEK293 SMN2-luciferase splicing reporter, luminescence, 30-36 h. AID 1458; note: % of control where 0% means no effect; nearly all actives have a fitted effect of over 55% in size
#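 HEK293 cells carry an SMN2 minigene-luciferase reporter in which exon 7 inclusion puts luciferase in frame. Cells were seeded at 2000 cells/well, attached for 10-12 hours, then exposed to compounds for 30-36 hours at 37C before ONE-Glo luminescence.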
# L3MBTL1 inh: inhibitors of human L3MBTL1 | Q9Y468 | AlphaScreen L3MBTL1–H3K9me1 peptide binding | Potency, µM (titrated, usually from 57.1 µM), for inactives: at the top dose activity, negative = inhibition, actives largely listed as inhibitors | actives 0.66% (n = 230,000) | AID 485360; note: % is set by controls: 0 for no effect and ±100 for the full control effect; nearly all actives have a fitted effect of over 60% in size
#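 L3MBTL1 50 nM + b-AHA-H3(1-15)K9me1 75 nM, 30 min RT; compound added, 30 min RT; streptavidin donor/Ni-chelate acceptor beads 10 ug/mL each final, 30 min RT dark; AlphaScreen read.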
# KDM4E inh: inhibitors of human JMJD2E histone demethylase; B2RXH2; JMJD2E catalytic domain, FDH-coupled NADH fluorescence (FDH is formaldehyde dehydrogenase); Potency, µM (titrated, usually from 57.1 µM), for the others: at the top dose activity change, negative = inhibition, usual class: inhibitors; actives 1.6% (n = 230,000); AID 2147; active = well fitted inhibition curve with a large enough effect, not every such curve was filed as active; inconclusive = small, poorly fitted or top-dose-only effect, or another doubt; inactive = no such curve, though single readings can be large or run the other way;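 note: 0% = wells with enzyme and -100% = buffer wells without enzyme; nearly all actives have a fitted effect of over 50% in size; many of its hits are not listed in these tables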
# Target sequence (B2RXH2 1-337 limits assumed): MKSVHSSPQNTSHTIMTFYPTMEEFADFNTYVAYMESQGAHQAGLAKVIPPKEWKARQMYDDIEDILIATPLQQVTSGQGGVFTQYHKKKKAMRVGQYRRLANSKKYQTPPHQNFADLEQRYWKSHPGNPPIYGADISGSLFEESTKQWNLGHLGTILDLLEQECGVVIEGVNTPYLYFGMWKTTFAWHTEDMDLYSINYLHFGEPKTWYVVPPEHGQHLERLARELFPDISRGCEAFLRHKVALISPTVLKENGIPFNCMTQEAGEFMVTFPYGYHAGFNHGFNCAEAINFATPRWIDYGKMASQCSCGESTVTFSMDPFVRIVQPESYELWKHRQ
# LMNA splice mod: modulators of lamin A splicing; HeLa LMNA splicing GFP/RFP minigene ratio, 48 h; Potency, µM (series often up to 46.1 µM), for the others: top-dose ratio change, negative = inhibition, hits mostly inhibitors; actives 0.01% (n = 200,000); active = well fitted inhibition curve with a large enough effect in the signal ratio, with a control signal flat, not every such curve was filed as active; inconclusive = small, poorly fitted or top-dose-only effect, or effect the other way, or a change in a side signal; the % refers to the signal ratio; note: % is set by controls: 0 for no effect and ±100 for the full control effect
#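 S3 HeLa stable clones carrying a lamin A-EGFP splicing minigene plus DsRed2 were seeded at 600 cells/well in Opti-MEM with 2% FBS, pin-dosed and incubated 48 h at 37°C. Acumen cytometry (488 nm) gave the GFP/RFP total-intensity ratio.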
# An asterisk follows results filed as active; i = inactive; ? = inconclusive; . = not tested or not shown; [ ] = another dose, or the depositor's remark. Unless noted, calls come from the whole dose curve; as a rule, active = well fitted curve in the direction sought with a large enough effect; inconclusive = small, poorly fitted or top-dose-only effect, or another doubt; inactive = no such curve, though single readings can be large; an effect the other way counts as inactive or inconclusive. Potency is the fitted concentration of half-maximal effect. Only part of the results is shown. The share of hits here may be higher or lower than overall.
SMILES,Tau fibril ThT,RECQ1 inh,ALDH1A1 inh,Luc counter,SMN2 splice up,L3MBTL1 inh,KDM4E inh,LMNA splice mod
CCN(CC)S(=O)(=O)c1ccc2c(c1)nc(SCC(=O)N1CCOCC1)n2-c1ccccc1OC,-8.3%,-5.1%,9.5%,1.1%,-4.1%,-1.0%,-1.8%,13.1%
CC(C)CCNC(=O)c1ccc2nc[nH]c2c1,-2.8%,-1.2%,3.3%,-3.9%,16.6%,.,-2.6%,0.0%
N#Cc1ccc(CSc2nnc(-c3cccnc3)o2)cc1,-7.0%,1.4%,-1.5%,-1.4%,.,-2.4%,4.7%,?
Cn1c(=O)c2c(nc(N/N=C/c3cccnc3)n2Cc2ccc(F)cc2)n(C)c1=O,-8.3%,i,.,.,.,6.2%,-5.8%,.
CCN1CCN(C(c2cccc(OC)c2)c2sc3nc(C)nn3c2O)CC1 (stereo unspecified),-0.2%,-4.5%,7.7%,0.1%,15.5%,13.0%,-6.5%,-14.9%
O=S(=O)(NC1CCCC1)c1cccc(S(=O)(=O)N2CCC(n3nnc4ccccc43)CC2)c1,4.2%,i,-16.7%,0.7%,-19.2%,10.8%,-1.0%,?
CC1CC(C)(C)NC(=O)O1 (stereo unspecified),-3.9%,-9.0%,-7.6%,-6.7%,8.0%,1.0%,0.1%,2.9%
O=C(COc1ccc(/C=N/NS(=O)(=O)c2ccccc2)cc1)Nc1ccc(F)cc1,-13.5%,i,-2.9%,.,.,-1.7%,0.0%,-4.3%
CC(C)c1ccc(NC(=O)COc2ccc(F)cc2C(=O)c2cnn(-c3ccccc3)c2)cc1,2.2%,-0.2%,1.6%,-7.3%,?,-11.7%,8.3%,3.0%
Cc1cccc(CCNC(=O)C2CCC(CNS(=O)(=O)c3cccs3)CC2)c1 (stereo unspecified),-15.5%,i,1.78µM*,.,.,.,-7.2%,.
CC(C)Oc1ccc(C2CC(=O)N(Nc3ccc([N+](=O)[O-])cc3[N+](=O)[O-])C2=O)cc1 (stereo unspecified),-6.7%,10.9%,.,.,.,-13.9%,5.6%,.
Cc1nc([N+](=O)[O-])c(Br)n1CC(=O)c1ccc(Cl)cc1,?,6.5%,-7.2%,-2.5%,7.9%,.,-7.6%,?
C=CCSC1=NC(N)=C(C#N)C2(CCCCC2)C1C(N)=O (stereo unspecified),-10.8%,-3.8%,?,-2.0%,9.1%,-0.1%,5.6%,8.1%
CCCCC(O)(CCCC)C(=O)NN(C(=O)OC)c1ccccc1,-4.1%,-7.3%,7.8%,1.3%,-7.0%,?,3.6%,3.1%
O=C(CS(=O)(=O)c1ccccc1)Nc1ccc(S(=O)(=O)Nc2ccccn2)cc1,-15.3%,-6.4%,?,-1.0%,.,9.0%,?,.
O=C(c1ccccc1NS(=O)(=O)c1ccc(Cl)cc1)N1CCc2ccccc21,-9.6%,-0.7%,-1.8%,3.5%,5.8%,4.2%,-21.5%,?
Cc1nc(Nc2ccccc2Cl)sc1C(=O)Nc1ccccc1,?,-15.9%,?,-0.2%,20.5%,3.2%,?,-17.6%
CCN1CCN(c2nc3c(C)cccn3c(=O)c2/C=C(\C#N)S(=O)(=O)c2ccc(C)cc2)CC1,-14.1%,i,-9.0%,-6.5%,2.0%,-5.6%,-14.6%,13.1%
C=CCn1c(CCSCc2ccc(OC)c(C)c2)n[nH]c1=S,-8.8%,i,?,0.5%,-5.6%,-2.0%,-5.8%,.
Nc1nc[nH]c(=O)c1N=Cc1ccccc1,-15.2%,i,-9.6%,.,.,14.3%,?,7.4%[46 µM]
Cc1ccc(Cn2nc(C)c(NC(=O)c3cc(-c4ccc5c(c4)OCO5)on3)c2C)cc1,-8.3%,-4.0%,-3.1%,-1.7%,-59.6%[inhibitor],-3.4%,-6.6%,10.2%
COc1ccc(Oc2nnnn2-c2ccccc2)cc1,-7.0%,-2.8%,7.94µM*,-4.2%,0.8%,5.1%,4.8%,-6.3%
COc1cccc(NC(=O)c2ccccc2-c2nc(-c3ccccc3)no2)c1,2.9%,-11.2%,?,-4.0%,-13.5%,-10.5%,0.1%,-3.6%
CC(C)(C)NC(=O)CSc1nncn1NCc1c(Cl)cccc1Cl,-3.7%,-0.5%,-2.6%,1.8%,-35.1%[inhibitor],-7.1%,-0.2%,-12.8%
CCCCN(CCCC)/C(N)=N/c1nc(C)cc(C)n1,0.3%,i,-5.0%,-0.1%,-12.4%,9.4%,8.5%,?
SMILES,Tau fibril ThT,RECQ1 inh,ALDH1A1 inh,Luc counter,SMN2 splice up,L3MBTL1 inh,KDM4E inh,LMNA splice mod
O=C(NNc1cccc(Cl)n1)c1ccc(Cl)nc1,-4.2%,-5.3%,5.1%,-3.2%,5.0%,11.7%,2.6%,-7.4%
C=CCOc1c(Cl)cc(C2NC(=O)NC(C)=C2C(=O)OC)cc1Cl (stereo unspecified),-1.9%,-1.1%,6.4%,1.1%,-34.5%[inhibitor],.,22.6%,?
CCCCCCn1c(SCCC)nc2c1c(=O)[nH]c(=O)n2C,2.2%,9.8%,?,.,.,-14.1%,1.2%,2.7%
CCn1cc(CNCc2cn(-c3ccccc3C)nc2-c2ccc(OC)c(F)c2)cn1,-8.7%,i,8.9%,-2.0%,.,-4.9%,1.4%,2.7%[46 µM]
CCOc1ccc(C(=O)Nc2ccccc2N2CCOCC2)cc1,-12.6%,-4.9%,-7.7%,-5.1%,-9.8%,-4.6%,-3.5%,16.4%
N=c1c(C(=O)NCC2CCCO2)cc2c(=O)n3ccccc3nc2n1Cc1cccnc1 (stereo unspecified),-12.0%,22.8%,?,21.1%,?,.,?,8.2%
O=C(NCc1nnc2c3ccccc3c(-c3ccccc3)nn12)c1ccc(Cl)cc1,?,i,6.6%,0.0%,-41.2%[inhibitor],4.3%,-6.6%,?
COC(=O)c1ccc(C(NC(=O)OCc2ccccc2)/C(I)=C/[C@@H](C)C(=O)NCC2CC2)cc1 (stereo partly specified),-13.0%,i,-10.6%,-0.3%,-8.8%,.,-0.6%,.
O=C(CSc1nc(-c2ccco2)cc(C(F)(F)F)n1)N1CCN(c2cccc(Cl)c2)CC1,-15.4%,i,-11.3%,-1.4%,-30.9%[inhibitor],17.8%,1.8%,-15.8%
Cc1ccc2cc(C3CC(c4ccco4)=NN3C(=O)CCC(=O)O)c(Cl)nc2c1 (stereo unspecified),-15.1%,-18.7%,-1.9%,0.2%,-21.1%,-5.7%,-7.1%,-18.9%
COC(=O)C(CSCc1ccccc1)NC(=O)CSc1nc(N)cc(=O)[nH]1 (stereo unspecified),-8.8%,-13.9%,-11.3%,.,.,.,-1.1%,.
COc1ccc(/C=N/NC(=O)c2ccc(COc3cccc4cccnc34)cc2)cc1OC,?,i,-13.2%,-0.1%,-11.6%,-16.9%,?,?
CCC(C)(C(=O)NC1CCCCC1)N(C(=O)c1cnccn1)c1c(C)n(C)n(-c2ccccc2)c1=O (stereo unspecified),?,i,-2.7%,.,.,-2.6%,-2.9%,1.3%
O=C(CSc1ccc(-c2ccccc2)nn1)NCC1CCCO1 (stereo unspecified),-4.8%,-10.3%,?,2.9%,7.3%,-21.2%,4.8%,-2.4%[46 µM]
CC(C)Cn1c(N)c(C(=O)COC(=O)c2ccc3ccccc3n2)c(=O)n(C)c1=O,-14.6%,-6.5%,-5.6%,7.4%,-14.6%,0.3%,-4.5%,?
CC1CC(C)CN(S(=O)(=O)c2ccc(NN)nc2)C1 (stereo unspecified),-10.7%,i,.,.,.,-16.1%,?,.
CCOC(=O)c1nnn(-c2nonc2N)c1-c1cccs1,-6.6%,i,-3.3%,0.4%,2.8%,4.8%,-8.5%,?
NC(=O)NCc1ccc(Cl)cc1,1.3%,3.1%,11.9%,-3.6%,-13.4%,5.7%,18.0%,2.3%
CC(C)Cc1nnc(NC(=O)CCN2C(=O)c3ccccc3C2=O)s1,-12.0%,-11.0%,-7.1%,-1.1%,4.2%,.,-0.9%,-1.3%
CCCn1nnnc1NCc1cccn1C,-4.5%,-4.6%,-1.9%,1.2%,-3.1%,-6.4%,-13.1%,6.0%
CCNS(=O)(=O)c1ccc(NC(=O)c2cc(C(F)(F)F)nn2C)cc1,-5.6%,-4.6%,?,-3.4%,3.9%,-11.3%,0.5%,-3.0%
O=C(C1CCN(S(=O)(=O)c2ccc(Br)s2)CC1)N1CCN(C2CCCCC2)CC1,-12.9%,12.4%,-12.8%,-1.1%,-12.3%,.,-2.5%,.
O=C1N/C(=N\c2ccccn2)SC1Cc1ccc(Cl)cc1 (stereo unspecified),-3.5%,i,3.7%,0.2%,-4.4%,4.6%,-5.2%,20.7%[46 µM]

# A stretch taken from the entries so far, as a working copy:
SMILES,Tau fibril ThT,RECQ1 inh,ALDH1A1 inh,Luc counter,SMN2 splice up,L3MBTL1 inh,KDM4E inh,LMNA splice mod
O=C(CSc1ccc(-c2ccccc2)nn1)NCC1CCCO1 (stereo unspecified),-4.8%,-10.3%,?,2.9%,7.3%,-21.2%,4.8%,-2.4%[46 µM]
CC(C)Cn1c(N)c(C(=O)COC(=O)c2ccc3ccccc3n2)c(=O)n(C)c1=O,-14.6%,-6.5%,-5.6%,7.4%,-14.6%,0.3%,-4.5%,?
CC1CC(C)CN(S(=O)(=O)c2ccc(NN)nc2)C1 (stereo unspecified),-10.7%,i,.,.,.,-16.1%,?,.

# Rewritten bar-delimited: part of the list above
Molecule | Tau fibril ThT | RECQ1 inh | ALDH1A1 inh | Luc counter | SMN2 splice up | L3MBTL1 inh | KDM4E inh | LMNA splice mod
CCCn1nnnc1NCc1cccn1C | -4.5% | -4.6% | -1.9% | 1.2% | -3.1% | -6.4% | -13.1% | 6.0%
CCNS(=O)(=O)c1ccc(NC(=O)c2cc(C(F)(F)F)nn2C)cc1 | -5.6% | -4.6% | ? | -3.4% | 3.9% | -11.3% | 0.5% | -3.0%

# Compound activity deposited in PubChem BioAssay by National Center for Advancing Translational Sciences (NCATS).
